# Source: PubChem (National Center for Advancing Translational Sciences (NCATS))
# 15-hLO inh: inhibitors of human 15-lipoxygenase (ALOX15); purified 15hLO-1, xylenol orange hydroperoxide absorbance; hit rate 1.4% among 74,000; AID 887; Potency, µM (highest dose often 57.1 µM), inactives show at the top dose activity change, negative = inhibition, usual class: inhibitors; note: potency is the fitted concentration of half-maximal effect; % is set by controls: 0 for no effect and ±100 for the full control effect; nearly all actives have a fitted effect of over 55% in size
# Target sequence (P16050 whole entry, looked up): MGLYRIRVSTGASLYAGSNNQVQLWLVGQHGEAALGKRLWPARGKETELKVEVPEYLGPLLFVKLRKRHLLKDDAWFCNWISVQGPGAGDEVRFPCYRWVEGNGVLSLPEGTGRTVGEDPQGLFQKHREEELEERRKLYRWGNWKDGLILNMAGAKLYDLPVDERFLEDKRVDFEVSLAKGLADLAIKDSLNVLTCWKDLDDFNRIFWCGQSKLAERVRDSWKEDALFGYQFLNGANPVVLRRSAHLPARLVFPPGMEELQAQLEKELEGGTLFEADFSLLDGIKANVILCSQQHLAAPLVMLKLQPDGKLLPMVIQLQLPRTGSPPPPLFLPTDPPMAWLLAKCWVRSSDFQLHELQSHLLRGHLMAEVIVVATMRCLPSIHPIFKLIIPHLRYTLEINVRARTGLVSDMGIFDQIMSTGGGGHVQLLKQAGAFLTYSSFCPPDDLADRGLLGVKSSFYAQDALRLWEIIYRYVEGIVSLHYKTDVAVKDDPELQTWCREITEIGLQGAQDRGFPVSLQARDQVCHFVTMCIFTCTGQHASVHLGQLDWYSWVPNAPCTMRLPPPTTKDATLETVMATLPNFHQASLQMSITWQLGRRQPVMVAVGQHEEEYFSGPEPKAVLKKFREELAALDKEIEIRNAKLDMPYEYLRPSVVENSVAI
#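 Quantitative HTS in 25 mM Hepes pH 7.5 containing 0.01% Triton X-100: human 15hLO-1 at 40 nM, arachidonic acid at 50 uM, 6 min turnover. Product quantified via ferrous oxidation/xylenol orange, 573:405 nm absorbance ratio.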
# USP2a inh: blocks human ubiquitin-specific protease USP2a | USP2a enzymatic assay, qHTS inhibition | hit rate 0.1% among 60,000 | Potency, µM (highest dose often 38.3 µM), without a hit: at the top dose activity change, negative = inhibition, hits mostly inhibitors | O75604;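 note: potency is the fitted concentration of half-maximal effect; nearly all actives have a fitted effect of over 60% in size; plate controls were DMSO for no effect and NEM full inhibition control for full effect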
#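 20 nM USP2 core + cpd, 30 min RT; add 20 nM Ub-PLA2/20 uM NBD C6-HPC; read Ex460/Em535 at 0 h and 2.5 h. Normalized to NEM; qHTS curve fit/classification.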
# HBB splice mod: alters splicing of the hemoglobin beta chain; HBB splicing reporter cell assay, activation; EGFP reporter with mutant IVS2-654 intron; response scale: normalised to 500 nM splice-correcting PNA; Potency, µM (doses to about 46.1 µM), without a hit: top-dose activation, hits mostly activators; hit rate 0.06% among 65,000; note: potency is the fitted concentration of half-maximal effect; 0% is about no effect
#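 HeLa cells stably expressing EGFP interrupted by mutant beta-globin intron 2 (IVS2-654), 500/well in 2% FCS. Treated with compound for 2 days at 37C. Splicing correction scored as total well GFP intensity (488 nm excitation, 500-520 nm emission); 500 nM antisense PNA served as control.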
# BRCT inh green: blocks human BRCA1 BRCT binding to phosphopeptide, green readout; AID 875; Potency, µM (series often up to 76.9 µM), for the others: top-dose activity change, negative = inhibition, most hits filed as inhibitors; hit rate 0.05% among 75,000; P38398; BRCA1 BRCT-phosphopeptide binding, green fluorescence polarization;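 note: potency is the fitted concentration of half-maximal effect; plate controls were peptide without protein for full effect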
#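 Fluorescence polarization: His-tagged BRCT (~35 kDa BRCA1 C-terminus, 250 nM) bound to 100 nM fluorescein-labeled phosphorylated 10-aa BACH1 peptide, pH 7.3 phosphate buffer with DTT and Tween 20. Compounds incubated 12 min at room temperature; inhibition read as lowered polarization.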
# HADH2 inh: inhibitors of human HADH2 dehydrogenase; recombinant HADH2, NADH fluorescence, beta-hydroxybutyryl-CoA; hit rate 3.4% among 73,000; Potency, µM (series often up to 57.1 µM), for the others: at the highest dose activity change, negative = inhibition, hits mostly inhibitors; AID 886; Q99714; note: potency is the fitted concentration of half-maximal effect; % is set by controls: 0 for no effect and ±100 for the full control effect; nearly all actives have a fitted effect of over 60% in size; many of its hits are not listed in these tables
# Target sequence (Q99714 whole entry, looked up, one chain of several): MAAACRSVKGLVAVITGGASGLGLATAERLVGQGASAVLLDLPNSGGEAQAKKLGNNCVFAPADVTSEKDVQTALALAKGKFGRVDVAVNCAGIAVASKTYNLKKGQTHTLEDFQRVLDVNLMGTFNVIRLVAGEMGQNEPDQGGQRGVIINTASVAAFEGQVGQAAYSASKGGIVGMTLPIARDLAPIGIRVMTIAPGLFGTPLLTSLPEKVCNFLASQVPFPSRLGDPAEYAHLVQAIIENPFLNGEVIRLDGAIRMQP
#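 Buffer 100 mM Tris-HCl pH 9.0/0.01% Tween-20; HADH2 20 nM; NAD+ 1 mM; beta-hydroxybutyryl-CoA 90 uM (all final). 15 min cpd preincubation, RT.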
# CRE Fsk mod: modulators of forskolin-stimulated CRE signaling in CHO cells; CHO CRE-bla reporter (cAMP response element driving beta-lactamase), forskolin EC10, beta-lactamase ratio; hit rate 2.5% among 71,000; Potency, µM (titrated, usually from 38.2 µM), without a hit: top-dose activity change, negative = inhibition, actives largely listed as activators; AID 662; active = well fitted activation curve with a large enough effect in the signal ratio, with a control signal flat, not every such curve was filed as active; inconclusive = small, poorly fitted or top-dose-only effect, or effect the other way, or a change in a side signal; the % refers to the signal ratio; note: potency is the fitted concentration of half-maximal effect; % of control where 0% means no effect
#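 The 460nm/530nm emission ratio after CCF4 loading defined %Activity, from which AC50 values were obtained. CRE-bla CHO cells received compound dilution series together with an EC10 level of NKH 477 for 3 hours at 37 degrees Celsius.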
# GFP derepression: epigenetic GFP locus derepression in mouse cells. AID 597. mouse C127i GFP locus derepression, cytometry, 30 h. Potency, µM (titrated, usually from 46.1 µM), for the others: at the top dose GFP derepression (activation). hit rate 0.09% among 68,000; note: % of control where 0% means no effect
#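 Murine C127i mammary cells carrying a silenced, stably integrated CMV-driven GFP reporter were treated with compound for 30 hours at 37 C. After PBS washes, GFP-positive cells were counted by laser-scanning microplate cytometry.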
# BRCT inh red: inhibitors of human BRCA1 BRCT-phosphoprotein interaction (red fluorophore). BRCT-phosphopeptide binding, red fluorescence polarization. hit rate 0.03% among 75,000. P38398. Potency, µM (titrated, usually from 76.9 µM), without a hit: top-dose activity change, negative = inhibition, actives largely listed as inhibitors; note: % is set by controls: 0 for no effect and ±100 for the full control effect
#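 Fluorescence polarization: 100 nM His-tagged BRCA1 BRCT with 100 nM TAMRA-labelled phospho-BACH1 decapeptide, phosphate buffer pH 7.3 with 150 mM NaCl, DTT, 0.01% Tween 20; 12 min RT. Binding inhibition seen as FP decrease.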
# Ub-GFP proteasome: ubiquitin-GFP accumulation via proteasome inhibition; Ubiquitin-GFP reporter cells, proteasome inhibition, GFP fluorescence; response scale: untreated = 0%, 10 µM MG-132 = 100%; Potency, µM (titrated, usually from 45.9 µM), without a hit: at the top dose activation (GFP accumulation), hits mostly activators; 67,000 tested, under 10 active; AID 526; active = well fitted activation curve with a large enough effect, not every such curve was filed as active; inconclusive = small, poorly fitted or top-dose-only effect, or another doubt; inactive = no such curve, though single readings can be large or run the other way; note: potency is the fitted concentration of half-maximal effect
#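 Reporter cells (U2OS, ubiquitin-G76V-GFP fusion) are plated overnight, then treated 4 hr at 37 °C with compound titrations from 46 uM down to 2.9 nM. Activity is scaled against untreated cells and 10 uM MG-132.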
# Hsp90 Hop PPI: changes Hsp90-Hop TPR2A binding signal, up or down; AlphaScreen TPR2A-His6 binding biotin-Hsp90 C-terminal peptide; Potency, µM (doses to about 57 µM), inactives show top-dose activity change, negative = inhibition; hit rate 0.44% among 71,000; AID 595; active = well fitted curve in either direction with a large enough effect; inconclusive = small, poorly fitted or top-dose-only effect, or another doubt; note: potency is the fitted concentration of half-maximal effect; % is set by controls: 0 for no effect and ±100 for the full control effect; many of its hits are not listed in these tables
# DNA Pol III inh: DNA polymerase III holoenzyme inhibition. reconstituted DNA polymerase III holoenzyme replication, biochemical. Potency, µM (top dose mostly 57.1 µM), without a hit: at the highest dose activity change, negative = inhibition. hit rate 0.25% among 71,000. AID 603; note: potency is the fitted concentration of half-maximal effect; % is set by controls: 0 for no effect and ±100 for the full control effect
#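 Reconstituted *E. coli* holoenzyme (0.35 nM Pol III, 1 nM beta, 154 nM SSB, 2 nM primase) was preincubated with compound for 15 min at RT. Synthesis on 1.4 nM ssM13Gori ran 35 min, then was stopped with PicoGreen/EDTA and read as dsDNA fluorescence.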
# * hit, by the source's call; ? = inconclusive; . = no result given; ! = repeats disagree; [ ] = dose if it differs, or a comment. Unless noted, calls come from the whole dose curve; as a rule, active = well fitted curve in the direction sought with a large enough effect; inconclusive = small, poorly fitted or top-dose-only effect, or another doubt; inactive = no such curve, though single readings can be large; an effect the other way counts as inactive or inconclusive. Some of the compounds tested; rates above refer to the full screens.
SMILES,15-hLO inh,USP2a inh,HBB splice mod,BRCT inh green,HADH2 inh,CRE Fsk mod,GFP derepression,BRCT inh red,Ub-GFP proteasome,Hsp90 Hop PPI,DNA Pol III inh
O=C1c2ccccc2NC(c2cccc(F)c2)N1Cc1ccco1 (configuration not stated),-7%,13%,-0.4%,-1.5%,13µM*,-7%,2%,-0.1%,4%,0%,-3%
CCCn1c(CN2CCCCC2C)nc2c1c(=O)n(C)c(=O)n2C (configuration not stated),15%,.,-0.1%,-1.0%,-6%,-2%,.,0.5%,-1%,?,-3%
Cc1nc2ccccn2c1C(=O)NCc1ccc2c(c1)OCO2,4%,-6%,-1.7%,-2.0%,0%,26%,2%,0.9%,-2%,-1%,-7%
CCOC(=O)C1CSC(CC(=O)Nc2ccc(Cl)cc2)C(=O)N1 (configuration not stated),-2%,-7%,-0.3%,1.3%,8%,?,0%,-0.4%,1%,2%,-1%
O=C(O)c1ccc2nc(C(F)(F)F)[nH]c2c1,-4%,0%,-0.5%,-3.1%,4%,2%,-1%,-0.4%,-3%,-2%,1%
COc1ccc(C(CNC(=O)CN2C(=O)NC3(CC(C)CC(C)(C)C3)C2=O)N2CCOCC2)cc1 (configuration not stated),-8%,4%,-2.8%,-1.8%,2%,-1%,-2%,0.2%,-7%,-4%,-5%
O=C(OCC(=O)N1CCc2ccccc21)c1ccc[n+]([O-])c1,14%,1%,-0.2%[57.5 µM],0.4%,-1%,-12%,0%,-0.1%,-5%,-1%,-4%
COC(=O)C1=C(C)N(CCc2ccc(OC)cc2)C(=O)C1,-23%[11.4 µM],10%[7.66 µM],0.4%[0.0738 µM],0.0%,1%[11.4 µM],?,-2%,-0.7%,5%[9.17 µM],-1%[11 µM],-3%[11.4 µM]
CC(C)CCSc1nc2c(c(=O)[nH]c(=O)n2C)n1CCCc1ccccc1,-12%,.,0.2%,-4.0%,8%,3.2µM*,.,-3.7%,-2%,-2%,-6%
COc1ccc(Cl)cc1N1CCN(CCNC(=O)Nc2ccccc2C)CC1,-10%,24%,1.8%,-0.9%,12%,-24%,2%,-1.0%,-1%,-8%,-1%
CCOC(=O)Cn1c(-c2nonc2NC(=O)c2ccccc2F)nc2ccccc21,1%,30%[activator],5.5%,3.8%,3%,29%,2%,0.8%,-1%,?,-2%
O=c1c(-c2ccc(F)cc2)nc2cnc(N3CCOCC3)nc2n1C[C@H]1CCCO1,12%,17%,2.4%,-2.2%,1%,1µM*,8%[9.22 µM],-3.7%,-1%,-4%,16%
Cc1ccc(S(=O)(=O)N2CCN(C(=O)CCC(=O)N3CCc4ccccc43)CC2)cc1,8%,6%,2.5%[1.84 µM],-0.2%,18%,4%,0%,1.0%,6%,-2%,-2%
CC(=O)C1=C(O)C(=O)N(CC(=O)O)C1c1ccccc1Cl (configuration not stated),6%,.,0.7%,-1.9%,-27%,3%,-2%,-1.8%,9%,-4%,-1%
Cc1cc(C)nc(NS(=O)(=O)c2ccc(NC(=O)c3cccs3)cc2)n1,4%,5%,-1.8%,2.2%,-4%,4%,2%,-0.5%,16%,2%,-2%
O=c1cc(O)n(-c2ccccc2F)c(=S)[nH]1,-20%,-8%,-1.9%[0.369 µM],2.4%,?,-4%,2%,-0.5%,3%,-7%,-2%
O=C(c1cccc(COc2ccc(Cl)cc2Cl)c1)N1CCN(c2ccccn2)CC1,-20%,3%,-2.0%,-0.1%,8%,-12%,-3%,0.7%,5%,2%,-4%
Nc1nc(N)c2nc(-c3ccccc3)c(N)nc2n1,-9%,2%,-0.3%,-4.0%,3.2µM*!,16µM*!,0%[20.6 µM],2.3%,9%[20.5 µM],-1%,-5%
Cc1ccccc1-n1nnnc1-c1ccccc1,6%,-3%,-4.2%,-0.4%,-2%,8%,0%,-0.2%,-19%,0%,-2%
O=C1NC(c2cccs2)C(C(=O)c2ccccc2)C(O)(C(F)(F)F)N1 (configuration not stated),5%[11.4 µM],6%[7.66 µM],-0.5%[0.0738 µM],-1.2%,-4%[11.4 µM],3%[7.6 µM],-2%,1.1%,?,0%[11 µM],-4%[11.4 µM]
COC(=O)c1sc2cnccc2c1N,-18%,-5%,-1.3%[57.5 µM],-2.8%,59%[activator],?,2%,-0.2%,1%,1%,-2%
COc1ccc(C(CNC(=O)Cc2cc(OC)c(OC)c(OC)c2)N2CCCC2)cc1 (configuration not stated),0%,9%,0.0%[57.5 µM],0.1%,2%,-5%,-3%,-0.2%,1%,-2%,5%
CCNc1ncc2nc(CCc3ccccc3)c(=O)n(C)c2n1,25µM*,74%[activator],-0.2%,0.4%,-197%,13µM*,-5%[9.22 µM],-0.9%,6%,9%,1%
CC(=O)c1cccc(NC(=O)CCS(=O)(=O)c2cccc3nonc23)c1,0%,-1%,-1.5%,-3.2%,0%,?,1%,1.6%,-3%,-5%,2%
CCC(Sc1ccc2nnc(-c3ccc(F)cc3)n2n1)C(=O)O (configuration not stated),?,-3%,-0.1%,3.6%,25µM*,-11%,2%,-5.8%,22%,-1%,-2%
O=C(c1ccco1)N1CCN(c2ncnc3c(-c4ccccc4)nsc23)CC1,-19%,36%[activator],0.0%,2.8%,?,4%,-1%,0.9%,-1%,0%,5%
COc1cccc(-c2nccc(NCc3cccc(C)c3)n2)c1,2%,?,-1.0%,3.7%,-2%,4%,0%[9.22 µM],-1.1%,-5%,4%,-10%

# 3 successive compounds out of the list so far, quoted:
SMILES,15-hLO inh,USP2a inh,HBB splice mod,BRCT inh green,HADH2 inh,CRE Fsk mod,GFP derepression,BRCT inh red,Ub-GFP proteasome,Hsp90 Hop PPI,DNA Pol III inh
O=C1c2ccccc2NC(c2cccc(F)c2)N1Cc1ccco1 (configuration not stated),-7%,13%,-0.4%,-1.5%,13µM*,-7%,2%,-0.1%,4%,0%,-3%
CCCn1c(CN2CCCCC2C)nc2c1c(=O)n(C)c(=O)n2C (configuration not stated),15%,.,-0.1%,-1.0%,-6%,-2%,.,0.5%,-1%,?,-3%
Cc1nc2ccccn2c1C(=O)NCc1ccc2c(c1)OCO2,4%,-6%,-1.7%,-2.0%,0%,26%,2%,0.9%,-2%,-1%,-7%

# Quoted at random: 3 records from the list.
SMILES,15-hLO inh,USP2a inh,HBB splice mod,BRCT inh green,HADH2 inh,CRE Fsk mod,GFP derepression,BRCT inh red,Ub-GFP proteasome,Hsp90 Hop PPI,DNA Pol III inh
CCNc1ncc2nc(CCc3ccccc3)c(=O)n(C)c2n1,25µM*,74%[activator],-0.2%,0.4%,-197%,13µM*,-5%[9.22 µM],-0.9%,6%,9%,1%
CC(=O)C1=C(O)C(=O)N(CC(=O)O)C1c1ccccc1Cl (configuration not stated),6%,.,0.7%,-1.9%,-27%,3%,-2%,-1.8%,9%,-4%,-1%
CC(=O)c1cccc(NC(=O)CCS(=O)(=O)c2cccc3nonc23)c1,0%,-1%,-1.5%,-3.2%,0%,?,1%,1.6%,-3%,-5%,2%
